# PP5 primary – blocks human protein phosphatase 5 activity | AID 1987 | P53041 | hit rate 0.18% among 320,000 | purified PP5c, OMFP substrate fluorescence | inhibition, % at 6.7 µM;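 active = inhibition above the campaign's mean inhibition across all tested compounds plus 3 SD, cut at about 9.5% in these data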;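 note: 0% = DMSO only and 100% = 100 µM cantharidin control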
# Target sequence (P53041 whole entry, looked up): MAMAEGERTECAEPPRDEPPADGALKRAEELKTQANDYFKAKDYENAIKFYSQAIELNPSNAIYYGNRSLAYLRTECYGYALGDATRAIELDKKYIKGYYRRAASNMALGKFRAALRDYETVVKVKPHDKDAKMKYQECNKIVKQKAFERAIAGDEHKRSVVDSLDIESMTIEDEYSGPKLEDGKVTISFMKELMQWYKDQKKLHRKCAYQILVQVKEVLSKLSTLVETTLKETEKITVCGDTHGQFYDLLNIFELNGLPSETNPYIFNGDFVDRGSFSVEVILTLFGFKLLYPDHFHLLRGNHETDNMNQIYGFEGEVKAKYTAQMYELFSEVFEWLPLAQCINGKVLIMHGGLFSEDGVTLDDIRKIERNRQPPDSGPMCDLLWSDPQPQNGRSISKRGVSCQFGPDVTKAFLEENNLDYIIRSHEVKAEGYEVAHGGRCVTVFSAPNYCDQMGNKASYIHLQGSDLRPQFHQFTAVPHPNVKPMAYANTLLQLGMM
# TPT1 inhibitor – blocks Candida albicans tRNA 2'-phosphotransferase. inhibition, % at 5 µM. recombinant caTPT1, FP RNA substrate dephosphorylation. hit rate 0.81% among 300,000;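 active = inhibition above the mean of all tested compounds plus 3 SD, set per screening campaign, cut at about 24% in these data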;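 note: plate controls were DMSO alone for no effect and ferristatin control at 100 nM for full effect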
# HCV core dimer – blocks dimerization of HCV core protein | TR-FRET GST/Flag-core106 dimerization, 1536-well | inhibition, % at 5 µM | hit rate 0.33% among 300,000 | AID 1899;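 active = inhibition above the mean of all tested compounds plus 3 SD, set per screening campaign, cut at about 45% in these data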
#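 Material: GST/Flag-tagged HCV core106 proteins. Incubation: 4 h, 22.5 °C incubation. Read-out basis: inhibition (%) from 671 over 617 nm ratio. Measured by: TR-FRET, excitation 340 nm, emission 617 and 671 nm.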
# GASC-1 inh – inhibitors of human GASC-1 (JMJD2C) demethylase; inhibition, % at 2.35 µM; GST-JMJD2C(1-420) H3K9me3 demethylation, DELFIA europium; Q9H3R0; AID 2099; hit rate 0.069% among 330,000;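 active = more than half of a compound's replicate wells show inhibition beyond 50%, single wells judged on their own value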;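 note: signal counts dimethyl H3K9 product captured on neutravidin plate; 0% = median of DMSO wells and 100% = 0.3 times that DMSO median; strong numbers were not always called active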
# Target sequence (Q9H3R0 1-420 limits assumed): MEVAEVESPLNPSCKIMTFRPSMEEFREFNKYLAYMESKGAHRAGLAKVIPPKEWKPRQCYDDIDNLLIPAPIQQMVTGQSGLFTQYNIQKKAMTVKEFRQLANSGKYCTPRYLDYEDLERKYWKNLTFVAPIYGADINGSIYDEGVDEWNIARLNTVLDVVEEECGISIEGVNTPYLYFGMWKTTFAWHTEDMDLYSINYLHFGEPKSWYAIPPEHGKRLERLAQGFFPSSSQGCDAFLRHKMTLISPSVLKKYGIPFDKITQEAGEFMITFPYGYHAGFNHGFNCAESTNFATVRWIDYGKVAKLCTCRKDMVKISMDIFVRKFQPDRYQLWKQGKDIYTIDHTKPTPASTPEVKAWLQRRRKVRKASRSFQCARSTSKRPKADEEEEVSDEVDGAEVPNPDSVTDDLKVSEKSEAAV
# Efflux pump mplx – inhibitors of Candida antifungal efflux pumps expressed in yeast; inhibition, % at 10 µM; hit rate 0.44% among 330,000; AID 485275; S. cerevisiae Candida pump triplex, Nile Red efflux;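 active = plate passing quality check with inhibition over a set limit, or well fluorescence over plate mean plus 4 SD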;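 note: Nile Red retained in pooled yeast measured as flow cytometry median fluorescence; 0% = buffer negative control and 100% = Enniatin B positive control; higher means more Nile Red kept so more efflux inhibition; some compounds called inactive have numbers as strong as hits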
# PREPL inhibitor – inhibitors of human prolyl oligopeptidase-like enzyme PREPL; Q4J6C6; recombinant PREPL, fluorescence polarization activity-based probe; inhibition, % at 5.96 µM; hit rate 0.68% among 320,000; AID 2751; in the data active = inhibition above about 43%;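 note: 0% = enzyme with DMSO and 100% = wells lacking enzyme; many of its hits are not listed in these tables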
# Fh CTSL1 inh – cathepsin L1 inhibition, PFM18AAP counter-screen; recombinant F. hepatica cathepsin L1, Z-Leu-Arg-MCA fluorescence; AID 1906; hit rate 0.49% among 300,000; inhibition, % at 5.96 µM;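 active = inhibition above the mean of all tested compounds plus 3 SD, set per screening campaign, cut at about 17% in these data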;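 note: 0% = plate median of test compound wells and 100% = 1 µM Z-Phe-Ala-diazomethylketone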
# PP1 counter – blocks human PP1-alpha phosphatase, a PP5 counter-screen; P62136; purified PP1alpha, OMFP fluorescence; inhibition, % at 6.7 µM; hit rate 0.9% among 320,000; AID 2235;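 active = inhibition above the mean inhibition of all tested compounds plus 3 SD, computed separately for each screening campaign, cut at about 15% in these data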
# LYPLA2 counter – LYPLA2 (human) inhibition in PME1 counter-screen; recombinant LYPLA2, FP-Rh probe fluorescence polarization; inhibition, % at 5.9 µM; hit rate 0.38% among 320,000;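 active = inhibition above the screen-wide mean plus 3 SD, limit set per campaign, cut at about 26% in these data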;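 note: 0% = LYPLA2 with DMSO and 100% = wells lacking LYPLA2 enzyme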
# Numbers without * were called inactive; / = no result given. These rows are one share of the data; rates above refer to the full screens.
no.	structure	PP5 primary	TPT1 inhibitor	HCV core dimer	GASC-1 inh	Efflux pump mplx
1	COc1cc(N)c(Cl)cc1C(=O)OCC(=O)N1CCCCCC1	0.7	/	/	7	0.0
2	COc1ccc(N(C(C)=O)S(=O)(=O)c2cccc3cccnc23)cc1	-1.4	2	0	-1	0.1
3	Cc1nn(C)cc1S(=O)(=O)N1CCN(c2ccc(F)cc2)CC1	2.7	0	-10	7	-0.3
4	COC(=O)[C@H](C)NC(=O)COc1ccccc1	3.2	0	-3	3	0.0
5	Cc1cc(Oc2ccccc2)nc(N2CCOCC2)n1	1.3	-4	-9	6	-0.2
6	COc1ccc(C(=O)C[n+]2ccc3ccccc3c2C)cc1	-1.4	-2	0	-2	0.0
7	Cc1scc(C(=O)NNC(=S)NC(C)c2ccccc2)c1C (stereo not given)	-2.2	-6	-4	6	0.1
8	COc1cc(-n2c(C)nc3cc(C(=O)O)ccc32)cc(OC)c1OC	2.6	1	-11	11	-0.1
9	CC(C)CC(=O)NC(=S)Nc1ccc(N2CCOCC2)c(Cl)c1	1.6	0	2	-5	0.1
10	CCOC(=O)c1c(S(=O)(=O)Nc2ccc(F)cc2Cl)c(C)n(C)c1C	2.0	-2	1	2	-0.2
11	O=C(Nc1ccc2c(c1)OCO2)O[C@@H]1C[C@H]2CCC(=O)N3CC[C@@H](C1)[C@@H]23	1.3	-3	-4	-23	-0.2
12	Cc1cccc(-n2nc3c(c2NC(=O)c2cc4ccccc4o2)CS(=O)(=O)C3)c1	2.8	0	12	4	0.1

no.	PREPL inhibitor	Fh CTSL1 inh	PP1 counter	LYPLA2 counter
1	-4	/	-2	-4
2	-1	-4	0	0
3	-9	0	0	0
4	-11	-2	-3	-2
5	10	-1	-2	-2
6	-3	0	-3	3
7	3	3	-9	-9
8	3	4	-4	8
9	-6	0	-2	-2
10	-10	-15	0	-2
11	6	-2	0	3
12	0	1	-2	3

# (next part)
no.	structure	PP5 primary	TPT1 inhibitor	HCV core dimer	GASC-1 inh	Efflux pump mplx
13	C#CC(CC)(CC)NC(=O)NC1CCCCC1	1.8	2	4	-10	-0.1
14	Cc1ccc2nc(SCC(=O)Nc3ccc4c(c3)OCCO4)[nH]c2c1	-0.9	0	-4	-8	0.0
15	CC(C)[C@H](NC(=O)C1CCN(S(=O)(=O)c2ccc(F)cc2)CC1)C(=O)NCc1ccco1	3.8	-4	-2	9	0.0
16	O=C(Cc1ccc(-n2c(=O)[nH]c3ccsc3c2=O)cc1)N1CCN(c2ccc(Cl)cc2)CC1	-2.5	-2	12	-8	0.1
17	CCC(CC)NC(=O)c1n[nH]c(=O)c2ccccc12	2.0	-4	1	8	-0.2
18	COc1cccc(CC(=O)Nc2ccc(S(=O)(=O)Nc3nc(C)cc(C)n3)cc2)c1	-0.9	-2	-1	14	-0.2
19	O=C(Nc1ccccc1NC(=O)c1ccc(F)cc1)c1ccc(F)cc1	-0.4	-3	-5	11	0.0
20	CCOc1ccc(-n2c(=S)sc3c(=O)[nH]c(SCC(=O)N4CCC(C)CC4)nc32)cc1	2.5	4	17	1	0.1
21	CCc1nnc(NS(=O)(=O)c2ccc(NC(=O)CCC(=O)O)cc2)s1	-1.6	-8	-6	-2	0.0
22	O=C(NNC(=S)Nc1ccccc1C(F)(F)F)c1cccnc1	-2.2	-1	0	6	-0.1
23	Cc1ccc(NC(=O)c2cc([N+](=O)[O-])ccc2Cl)c(O)c1	-7.0	1	2	-25	-0.1
24	Cc1ccc(S(=O)(=O)NCCSc2nnnn2-c2ccc(C(N)=O)cc2)cc1	0.9	-2	-1	-8	-0.3

no.	PREPL inhibitor	Fh CTSL1 inh	PP1 counter	LYPLA2 counter
13	5	2	-1	2
14	-6	-1	0	-6
15	4	-2	-4	5
16	5	0	-7	31*
17	1	-4	0	2
18	-2	3	-4	4
19	-6	-8	2	-2
20	5	2	-1	10
21	0	-7	-4	-2
22	-3	-3	-5	-3
23	11	10	-1	2
24	2	-2	-1	2

# Whole records as entered above:
# CCC(CC)NC(=O)c1n[nH]c(=O)c2ccccc12 across the screens: PP5 primary = 2.0; TPT1 inhibitor = -4; HCV core dimer = 1; GASC-1 inh = 8; Efflux pump mplx = -0.2; PREPL inhibitor = 1; Fh CTSL1 inh = -4; PP1 counter = 0; LYPLA2 counter = 2
# CC(C)[C@H](NC(=O)C1CCN(S(=O)(=O)c2ccc(F)cc2)CC1)C(=O)NCc1ccco1 across the screens: PP5 primary = 3.8; TPT1 inhibitor = -4; HCV core dimer = -2; GASC-1 inh = 9; Efflux pump mplx = 0.0; PREPL inhibitor = 4; Fh CTSL1 inh = -2; PP1 counter = -4; LYPLA2 counter = 5

# (more compounds)
no.	structure	PP5 primary	TPT1 inhibitor	HCV core dimer	GASC-1 inh	Efflux pump mplx
25	CCOP(=O)(OCC)/C(C#N)=C/c1c[nH]c2ccccc12	-0.3	-2	2	-5	0.1
26	CC1CCCN(C(=O)COC(=O)c2cccc(NS(=O)(=O)c3ccccc3)c2)C1 (stereo not given)	3.1	-3	-6	2	0.0
27	COc1ccc(F)cc1S(=O)(=O)NC1CC(C)(C)NC(C)(C)C1	3.4	-9	0	9	-0.1
28	N#CCC(=O)Nc1ccc(C(=O)NCC2(N3CCOCC3)CCCCC2)cc1	3.9	/	/	5	0.0
29	CCSc1cc(C)nc2c(-c3ccccc3)cnn12	-0.4	-6	-5	4	0.0
30	Cc1ccc(C(C(=O)NC(C)(C)C)N(Cc2ccco2)C(=O)CCC(=O)Nc2ccccn2)cc1 (stereo not given)	0.1	-2	1	7	-0.1
31	Cc1ccccc1S(=O)(=O)/N=C(/c1ccccc1)N1CCOCC1	1.0	-2	2	-7	0.0
32	COc1cccc(-c2nnc(NC(=O)CCS(=O)(=O)c3ccc(C)cc3)o2)c1	-1.1	-2	3	1	0.0
33	CCC(=O)c1ccc(OCC(=O)OCC(=O)NCC2CCCO2)cc1 (stereo not given)	0.3	-2	4	8	-0.1
34	O=C(NC(=S)Nc1cc([N+](=O)[O-])ccc1O)C1CC1	0.1	1	-8	-2	-0.5
35	CNc1ccccc1C(=O)OC	-0.3	-1	2	8	-0.1
36	Cc1ccc(C)c(OCCC(=O)OCC(=O)NNC(=O)c2ccccc2)c1	1.2	/	/	-4	0.0

no.	PREPL inhibitor	Fh CTSL1 inh	PP1 counter	LYPLA2 counter
25	0	2	-3	1
26	-22	-7	-5	3
27	-7	-1	2	7
28	11	/	4	-6
29	-5	-3	9	2
30	-7	1	-2	-9
31	-7	1	-2	6
32	-2	-2	-1	-4
33	4	-5	-1	1
34	33	2	-2	6
35	-2	0	-3	5
36	-1	/	3	4

# Additional entries.
no.	structure	PP5 primary	TPT1 inhibitor	HCV core dimer	GASC-1 inh	Efflux pump mplx
37	O=C(CSc1nnc2ccccn12)N1CCc2ccccc2C1	2.3	2	-2	-2	-0.1
38	CC(=O)c1cccc(CN2CCN(C(C)C)C(CCO)C2)c1 (stereo not given)	0.1	-3	4	6	-0.2
39	O=C(Nc1cc(S(=O)(=O)N2CCOCC2)ccc1N1CCCC1)c1cc(=O)[nH]c2ccccc12	-0.1	-3	-4	-1	0.0
40	CCOc1ccc(NC(=O)CN(c2ccc(OCC)cc2)S(=O)(=O)c2c(C)[nH]c(=O)[nH]c2=O)cc1	-3.5	-2	1	26	0.1
41	CC(C)(C)C(=O)N1CCC[C@H]1C(O)(c1ccccc1)c1ccccc1	-2.2	-3	-2	17	0.1
42	O=C(O)C(Cc1ccccc1)NS(=O)(=O)c1ccc2c(c1)OCCO2 (stereo not given)	-1.8	-1	0	86	-0.1
43	CC(C)n1cc([C@@H]2C[C@H]3CN(Cc4cccc(Cl)c4)C(=O)[C@]34CCCN24)cn1	3.4	5	3	-8	-0.1
44	CCC1=C(OC(=O)N(CC)CC)N2C(=O)OC(=NCC(=O)OC)[C@]2(Cc2ccccc2)[C@H]2C1=CC[C@H]1C(=O)N(CC(=O)OC)C(=O)[C@H]12	-0.8	-6	8	-93	0.0
45	CCN(C(=O)CSc1nnc(-c2ccc(F)cc2)c2ccccc12)C1CCS(=O)(=O)C1 (stereo not given)	-1.7	4	15	2	0.0
46	CCCC(=O)NC(=S)Nc1ccc(C(C)=O)cc1	2.5	3	1	-2	0.5
47	O=c1cc(CN2CCN(CCO)CC2)c2cc3c(cc2o1)CCC3	0.5	-3	-4	6	0.1
48	CCCOC(=O)C1[C@H]2C(=O)N(C(C)c3ccc(OC)cc3)C[C@]23C=C[C@H]1O3 (stereo not given in full)	1.4	0	2	3	0.0

no.	PREPL inhibitor	Fh CTSL1 inh	PP1 counter	LYPLA2 counter
37	-8	-3	0	12
38	6	-3	0	2
39	0	1	7	0
40	14	0	2	8
41	4	3	0	3
42	-4	0	-4	4
43	6	0	-3	-3
44	7	3	6	-4
45	3	2	6	3
46	12	-2	-1	-1
47	16	-1	2	-10
48	14	-2	-2	6

# Just Efflux pump mplx (2 entries from above):
entry | Structure | Efflux pump mplx
44 | CCC1=C(OC(=O)N(CC)CC)N2C(=O)OC(=NCC(=O)OC)[C@]2(Cc2ccccc2)[C@H]2C1=CC[C@H]1C(=O)N(CC(=O)OC)C(=O)[C@H]12 | 0.0
41 | CC(C)(C)C(=O)N1CCC[C@H]1C(O)(c1ccccc1)c1ccccc1 | 0.1

# Carrying on:
no.	structure	PP5 primary	TPT1 inhibitor	HCV core dimer	GASC-1 inh	Efflux pump mplx
49	O=C(CCCc1ccccc1)NCCN1CCOCC1	-0.1	3	-1	-13	0.1
50	Nn1c(SCC(=O)Nc2nc3ccccc3s2)nncc1=O	0.8	3	0	1	0.0
51	CCCOc1ccc(N2C(=O)CC(NCc3ccncc3)C2=O)cc1 (stereo not given)	2.7	0	0	2	0.0
52	O=C(NCC1COc2ccccc2O1)C1C2C=CC3(CN(Cc4cccs4)C(=O)C13)O2 (stereo not given)	-2.2	2	2	17	0.1
53	CS(=O)(=O)N1CCN(C(=O)c2cccnc2)CC1	2.1	0	-4	17	0.0
54	CCOC(=O)c1nn(-c2ccccc2C)c2nc(-c3ccc(Cl)cc3)c(C#N)c(=O)n12	2.6	-1	56*	-27	0.1
55	N#CC1(NC(=O)COC(=O)CCN=C2NS(=O)(=O)c3ccccc32)CCCCC1	-0.5	-6	-7	9	0.2
56	O=C(N/N=C/c1cccs1)c1cc(-c2ccc(Cl)s2)[nH]n1	-6.3	-1	-14	4	0.1
57	CCN(CC)P(=O)(Nc1ccc(SC(F)F)cc1)c1ccc(N(C)C)cc1NC(=O)c1ccco1 (stereo not given)	3.0	-3	23	-1	0.2
58	Cc1ccc(NC(=O)N(CCC#N)Cc2ccccc2)cc1	-2.4	-4	1	10	0.0
59	CCOC(=O)/C(C#N)=C\c1ccc(O)c(OC)c1	1.4	9	3	-20	0.1
60	O=C(C(=O)N1CCN(Cc2ccccc2)CC1)c1c[nH]c2ccccc12	-0.9	-4	-1	/	-0.1

no.	PREPL inhibitor	Fh CTSL1 inh	PP1 counter	LYPLA2 counter
49	8	-4	-4	-2
50	-10	1	-3	-4
51	-3	-1	0	5
52	3	-1	1	-7
53	10	-2	-2	-5
54	-2	1	4	-9
55	3	-1	2	2
56	-9	2	11	-21
57	11	6	11	2
58	-3	-5	-2	5
59	7	4	1	6
60	-14	-4	-5	-6

# Screens (PubChem)
